ALOX12 inhib: inhibitors of human 12-lipoxygenase (ALOX12). P18054. purified 12-hLO, xylenol orange hydroperoxide absorbance. Potency, µM (highest dose often 57.1 µM), for the others: at the highest dose activity change, negative = inhibition, usual class: inhibitors. 150,000 tested, 0.12% active; note: potency is the fitted concentration of half-maximal effect; nearly all actives have a fitted effect of over 55% in size; many of its hits are not listed in these tables
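150 nM 12hLO, 25 mM Hepes pH 7.0 + 0.01% Triton X-100; cpd preinc 15 min RT; 40 uM arachidonic acid, 30 min RT; Fe-XO 30 min; A573/A405 ratio as read-out.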
ALOX15B inhib: 15-hLO-2 (ALOX15B) enzyme inhibition; O15296; purified 15hLO-2, xylenol orange hydroperoxide absorbance; Potency, µM (doses to about 57.1 µM), for inactives: at the highest dose activity change, negative = inhibition, usual class: inhibitors; 110,000 tested, 0.56% active; note: potency is the fitted concentration of half-maximal effect; nearly all actives have a fitted effect of over 60% in size; many of its hits are not listed in these tables
Target sequence (O15296 whole entry, looked up): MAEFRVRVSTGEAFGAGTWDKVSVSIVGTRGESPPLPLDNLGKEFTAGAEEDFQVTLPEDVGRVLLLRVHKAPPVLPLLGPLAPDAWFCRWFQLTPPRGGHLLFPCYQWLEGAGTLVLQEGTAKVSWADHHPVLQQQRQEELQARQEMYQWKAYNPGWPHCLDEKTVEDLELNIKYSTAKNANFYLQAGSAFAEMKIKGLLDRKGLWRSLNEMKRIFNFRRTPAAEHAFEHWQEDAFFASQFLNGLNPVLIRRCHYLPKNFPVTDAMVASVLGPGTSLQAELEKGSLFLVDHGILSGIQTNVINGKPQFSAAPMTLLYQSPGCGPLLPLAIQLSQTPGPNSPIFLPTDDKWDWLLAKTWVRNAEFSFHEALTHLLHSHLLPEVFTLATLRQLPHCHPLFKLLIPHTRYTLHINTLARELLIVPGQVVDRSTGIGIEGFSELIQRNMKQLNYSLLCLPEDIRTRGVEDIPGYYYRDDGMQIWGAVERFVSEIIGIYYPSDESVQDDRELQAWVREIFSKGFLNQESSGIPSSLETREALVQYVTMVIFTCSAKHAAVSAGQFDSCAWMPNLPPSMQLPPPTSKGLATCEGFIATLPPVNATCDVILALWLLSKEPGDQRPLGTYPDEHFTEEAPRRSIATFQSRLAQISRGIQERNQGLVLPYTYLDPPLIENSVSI
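Read-out: hydroperoxide product oxidises ferrous iron, measured as xylenol orange complex via the 573-to-405 nm absorbance ratio after 30 min. Reaction: 50 nM enzyme, 15 min compound preincubation, 45 uM arachidonic acid, 90 min RT, Hepes pH 7.5 with Triton X-100.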
PNC inhibitor: perinucleolar compartment assembly inhibition; 140,000 tested, 3.1% active; activity change (PNC), negative = inhibition, % at 10 µM; PC3M PTB-GFP, PNC prevalence imaging, 16 h; hits give low values;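 active = readout at or below -70, meaning at least 70% loss of cells showing the perinucleolar compartment, a nuclear body marking cancer cells; inconclusive = readout between -30 and a set limit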;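 note: plate controls were DMSO wells for no effect and camptothecin positive control wells for full effect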
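Read-out is percentage of cells bearing a perinucleolar compartment, from automated 20x imaging of fixed, Hoechst-stained PC3M PTB-GFP cells. Cells were seeded 4 h, then exposed 16 h to compound (23 nl of library stock) in duplicate plates.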
IMPase inh: cell-permeable inhibitors of inositol monophosphatase (IMPase); CHO-M1 cells, IP1 accumulation, HTRF TR-FRET ratio; AID 901; P97697; inhibition (IP1 accumulation), % at 46.1 µM; 120,000 tested, under 10 active; active = well fitted curve in the direction sought with a large enough effect in the signal ratio, not every such curve was filed as active; inconclusive = small, poorly fitted or top-dose-only effect, or a change in a side signal; inactive = no such curve, though single readings can be large or run the other way; the % refers to the signal ratio;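 note: cells stimulated with carbachol in lithium chloride buffer; plate controls were DMSO basal wells for no effect and reference inhibitor wells for full effect; higher means more IMPase inhibition seen as more IP1 and lower FRET ratio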
Target sequence (P97697 whole entry, looked up): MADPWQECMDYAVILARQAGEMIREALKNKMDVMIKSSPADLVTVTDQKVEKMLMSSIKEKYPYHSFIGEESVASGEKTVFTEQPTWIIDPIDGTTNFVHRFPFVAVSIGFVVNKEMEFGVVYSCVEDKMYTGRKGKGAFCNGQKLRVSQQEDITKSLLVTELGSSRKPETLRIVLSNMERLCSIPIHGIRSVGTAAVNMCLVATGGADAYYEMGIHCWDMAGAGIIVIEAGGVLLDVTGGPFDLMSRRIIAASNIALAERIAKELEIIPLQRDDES
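Seeded CHO-M1 cells were dosed with compound at up to 46 uM, stimulated with carbachol for 30 min, then lysed in IP-One detection reagents. Higher IP1 lowers the TR-FRET signal.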
Numbers without * were called inactive; ? = inconclusive; · = no result given; [ ] = another dose, or the depositor's remark. Unless noted, calls come from the whole dose curve; as a rule, active = well fitted curve in the direction sought with a large enough effect; inconclusive = small, poorly fitted or top-dose-only effect, or another doubt; inactive = no such curve, though single readings can be large; an effect the other way counts as inactive or inconclusive. Unless noted, % is set by controls: 0 for no effect and ±100 for the full control effect.

Preview (17 entries):
1. Cc1cccc(S(=O)(=O)NNC(=O)c2sc(C)nc2C)c1
2. Cc1ccc(/C=N/N2CCN(C3c4ccccc4-c4ccccc43)CC2)s1
3. COc1cccc(N2CCN(Cc3cccnc3)CC2)c1
4. COc1ccc(/C(N)=N/OC(=O)CSc2ccc(C)cc2)cc1
5. CC(=O)c1cccc(NC(=O)C2CC(=O)N(c3cccc(C)c3C)C2)c1 (stereo not drawn)
6. CC(C)Cn1c(CCCNC(=O)c2ccc(F)cc2)nc2ccccc21
7. O=c1c(-c2ccc(Cl)cc2)nc2cnc(N3CCNCC3)nc2n1Cc1ccc(F)cc1
8. CC(C)CCNC(=O)CSc1nc2ccccc2c(=O)[nH]1

Screen / compound no. | 1 | 2 | 3 | 4 | 5 | 6 | 7 | 8
ALOX12 inhib | 0.3% | -1.8% | -0.3% | -8.7% | -4.6% | 0.2% | -4.1% | 7.6%
ALOX15B inhib | · | · | -12.4% | 5.8% | -7.4% | 7.7% | 7.1% | -0.6%
PNC inhibitor | -15.3 | -25.7 | 4.0 | 8.6 | -5.7 | ? | · | ?
IMPase inh | · | -0.6 | -6.3 | -13.5 | -20.6 | -0.5 | · | -2.7

9. CCC(CC)c1nnc(NC(=O)c2ccc(N3CCCCC3)c([N+](=O)[O-])c2)s1
10. CCOc1ccccc1-c1nc(SCC(=O)O)n[nH]1
11. O=C1NC(=O)[C@@H]2C3c4ccccc4C=CN3[C@H](C(=O)c3cccs3)[C@H]12 (stereo partly drawn)
12. CC(C)CCOCC(=O)Oc1ccccc1C(=O)O
13. O=c1cc(O)c(-c2cccc(Cl)c2)c(Cl)[nH]1
14. COC(=O)c1c(C#N)c(N)nc2c1CCCC2
15. CNC(=S)Nc1cc(C(F)(F)F)ccc1Cl
16. CCOc1cc(-c2ccc3c(c2)OCO3)cc(=O)c2c(C)oc(C)c12

Screen / compound no. | 9 | 10 | 11 | 12 | 13 | 14 | 15 | 16
ALOX12 inhib | -1.6% | -0.8% | -4.9% | -4.8% | 5.7% | -3.5% | -0.9% | -12.9%
ALOX15B inhib | · | -6.2% | -10.5% | 3.7% | -1.6% | -8.9% | · | -15.5%
PNC inhibitor | ? | -22.8 | 18.9 | -4.5 | 43.1 | -27.6 | -86.3* | -8.9
IMPase inh | · | -2.2 | -5.8 | -6.3 | 8.9 | -3.5 | · | 14.2

17. COc1ccc(C(=O)NC(C)c2nnc(SCC(=O)Nc3nc(C)cs3)n2C)cc1 (stereo not drawn)

Screen / compound no. | 17
ALOX12 inhib | -2.8%
ALOX15B inhib | -4.0%
PNC inhibitor | 36.1
IMPase inh | -6.3

The list itself, previewed entries included:
1. Cc1cccc(S(=O)(=O)NNC(=O)c2sc(C)nc2C)c1
2. Cc1ccc(/C=N/N2CCN(C3c4ccccc4-c4ccccc43)CC2)s1
3. COc1cccc(N2CCN(Cc3cccnc3)CC2)c1
4. COc1ccc(/C(N)=N/OC(=O)CSc2ccc(C)cc2)cc1
5. CC(=O)c1cccc(NC(=O)C2CC(=O)N(c3cccc(C)c3C)C2)c1 (stereo not drawn)
6. CC(C)Cn1c(CCCNC(=O)c2ccc(F)cc2)nc2ccccc21

Screen / compound no. | 1 | 2 | 3 | 4 | 5 | 6
ALOX12 inhib | 0.3% | -1.8% | -0.3% | -8.7% | -4.6% | 0.2%
ALOX15B inhib | · | · | -12.4% | 5.8% | -7.4% | 7.7%
PNC inhibitor | -15.3 | -25.7 | 4.0 | 8.6 | -5.7 | ?
IMPase inh | · | -0.6 | -6.3 | -13.5 | -20.6 | -0.5

7. O=c1c(-c2ccc(Cl)cc2)nc2cnc(N3CCNCC3)nc2n1Cc1ccc(F)cc1
8. CC(C)CCNC(=O)CSc1nc2ccccc2c(=O)[nH]1
9. CCC(CC)c1nnc(NC(=O)c2ccc(N3CCCCC3)c([N+](=O)[O-])c2)s1
10. CCOc1ccccc1-c1nc(SCC(=O)O)n[nH]1
11. O=C1NC(=O)[C@@H]2C3c4ccccc4C=CN3[C@H](C(=O)c3cccs3)[C@H]12 (stereo partly drawn)
12. CC(C)CCOCC(=O)Oc1ccccc1C(=O)O

Screen / compound no. | 7 | 8 | 9 | 10 | 11 | 12
ALOX12 inhib | -4.1% | 7.6% | -1.6% | -0.8% | -4.9% | -4.8%
ALOX15B inhib | 7.1% | -0.6% | · | -6.2% | -10.5% | 3.7%
PNC inhibitor | · | ? | ? | -22.8 | 18.9 | -4.5
IMPase inh | · | -2.7 | · | -2.2 | -5.8 | -6.3

13. O=c1cc(O)c(-c2cccc(Cl)c2)c(Cl)[nH]1
14. COC(=O)c1c(C#N)c(N)nc2c1CCCC2
15. CNC(=S)Nc1cc(C(F)(F)F)ccc1Cl
16. CCOc1cc(-c2ccc3c(c2)OCO3)cc(=O)c2c(C)oc(C)c12
17. COc1ccc(C(=O)NC(C)c2nnc(SCC(=O)Nc3nc(C)cs3)n2C)cc1 (stereo not drawn)
18. Fc1ccc(N/N=C(/c2ccccc2)c2ccccn2)cc1

Screen / compound no. | 13 | 14 | 15 | 16 | 17 | 18
ALOX12 inhib | 5.7% | -3.5% | -0.9% | -12.9% | -2.8% | ?
ALOX15B inhib | -1.6% | -8.9% | · | -15.5% | -4.0% | ·
PNC inhibitor | 43.1 | -27.6 | -86.3* | -8.9 | 36.1 | 8.2
IMPase inh | 8.9 | -3.5 | · | 14.2 | -6.3 | 13.1

19. CC1=CC(C)(C)N2C(=O)C3(C(C#N)=C(N)Oc4cc(O)ccc43)c3c(C)c(C)cc1c32 (stereo not drawn)
20. O=C(CC1C(=O)NCCN1C(=O)c1ccc(F)cc1)OCc1ccccc1 (stereo not drawn)
21. CCOc1ccccc1NC(=O)COC(=O)c1cccc(-c2ccc(OC(C)=O)cc2)c1
22. Cc1ccc(S(=O)(=O)CCC(=O)NCc2ccccc2)cc1
23. COc1ccc(CCNS(=O)(=O)c2cccs2)cc1
24. COc1ccc(CNC(=O)CN2CCC(C(=O)c3ccc(OC)cc3)CC2)cc1

Screen / compound no. | 19 | 20 | 21 | 22 | 23 | 24
ALOX12 inhib | -10.2% | -2.2% | -5.3% | -0.5% | 2.0% | 0.7%
ALOX15B inhib | ? | 5.1% | · | · | -3.8% | 2.5%
PNC inhibitor | 36.6 | ? | ? | -11.7 | 32.3 | 32.2
IMPase inh | 4.2 | ? | -0.9 | · | 16.3 | 4.0

25. CC1CN(C(=S)SCCN2Cc3ccccc3C2=O)CC(C)O1 (stereo not drawn)
26. C(=N\Nc1nc(-c2ccccc2)cs1)/c1cccs1
27. COc1ccc(O)c(C2=Nc3ccccc3N=C(c3ccco3)C2)c1
28. CC(NC(=O)C1CCCCC1)c1ccc2c(c1)OCCO2 (stereo not drawn)
29. CCn1c(C)c(C)c2cc(C(=O)Nc3cccc(Cl)c3)ccc21
30. CS(=O)(=O)Nc1ccc(C(=O)NCCSC2CCCCC2)cc1

Screen / compound no. | 25 | 26 | 27 | 28 | 29 | 30
ALOX12 inhib | 3.2% | -14.1% | -1.5% | 0.2% | -12.5% | 1.5%
ALOX15B inhib | · | ? | -4.1% | -0.5% | -16.1% | -1.0%
PNC inhibitor | 45.9 | 16.5 | 1.6 | 37.2 | 75.2 | ?
IMPase inh | 10.2 | 5.6 | 1.9 | -2.6 | 7.7 | -1.8

31. CC(=C1C(=O)c2ccccc2C1=O)N1CCN(c2ccccn2)CC1
32. O=C1CC(c2cccc(Cl)c2)CC(O)=C1C=NCCCO (stereo not drawn)
33. CCCCSc1ncc(C(=O)OCC)c(N)n1
34. Cc1nn(-c2cccc(Cl)c2)c(Cl)c1/C=N/NC(=O)c1cccnc1
35. CCCCN(Cc1cc2ccccc2[nH]c1=O)C(=O)c1ccccn1
36. c1csc(-c2nn3c(-c4ccncc4)nnc3s2)c1

Screen / compound no. | 31 | 32 | 33 | 34 | 35 | 36
ALOX12 inhib | 12.5% | 2.4% | -1.3% | -2.3% | 9.1% | 0.9%
ALOX15B inhib | 50.1%[activator] | -1.0% | · | · | 3.4% | 2.9%
PNC inhibitor | -20.3 | -7.9 | 204.1 | -86.5* | -23.3 | ?
IMPase inh | ? | 9.0 | -1.9 | · | -0.3 | -3.1

37. Cc1cc(C)cc(OCC(=O)OCC(=O)c2c(N)n(C)c(=O)n(C)c2=O)c1
38. CC(C)(C)NC(=O)C1CC(=O)OC12CCCCC2 (stereo not drawn)
39. CCN(CC(=O)Nc1ccccc1OC)C(=O)COc1ccc2ccccc2c1
40. CCCc1nnc(NC(=O)CSc2ncn[nH]2)s1
41. Cc1ncoc1C(=O)Nc1ccccc1C(N)=O
42. CC1(C)CC(=O)CC(=O)/C1=N\Nc1c(Cl)cc(Cl)cc1Cl

Screen / compound no. | 37 | 38 | 39 | 40 | 41 | 42
ALOX12 inhib | 8.8% | -0.9% | 1.7% | -3.7% | 2.7% | -7.8%
ALOX15B inhib | -2.0% | -2.1% | · | 5.9% | 1.6% | ·
PNC inhibitor | -8.3 | -3.4 | 0.2 | 0.2 | -21.4 | ?
IMPase inh | 3.5 | -7.0 | · | 1.5 | 1.4 | -11.1

43. Cc1ccc(C)c(N(C(=O)Cn2nnc3ccccc32)C(C(=O)NC(C)(C)C)c2ccsc2)c1 (stereo not drawn)
44. CCCCC(=O)NC(=S)Nc1c(C)cc(Br)cc1C
45. COc1ccccc1-c1cc(C(F)(F)F)nc(S(C)(=O)=O)n1
46. O=C(Cn1cccc1)N1CCc2ccccc21
47. CCC(C)(C)NC(=O)CN(Cc1cccs1)C(=O)CNS(=O)(=O)c1ccc(C)cc1
48. c1ccc2cc(-c3cc4ccccn4c3)ccc2c1
49. CCOC(=O)C1CCN(Cc2cnc(Oc3ccc(OC)cc3)s2)CC1

Screen / compound no. | 43 | 44 | 45 | 46 | 47 | 48 | 49
ALOX12 inhib | 1.8% | -17.2% | 2.1% | -1.2% | -1.7% | -10.7% | 8.2%
ALOX15B inhib | 1.4% | · | -0.4% | 9.2% | -4.1% | -28.1% | ·
PNC inhibitor | 21.5 | 33.2 | ? | ? | 25.5 | 10.8 | 27.8
IMPase inh | 6.2 | · | 3.2 | 2.6 | -2.2 | 3.3 | 3.0

Assay outcomes (PubChem BioAssay)
